# Screening data from PubChem.
# Pf Dd2 inh = P. falciparum Dd2 growth inhibition. SYBR Green, 72 h; active compounds read low. activity change, % at 10 µM. actives 2.3% (n = 94,000); in the data active = activity change below about -80%; inconclusive = no clear call, values can overlap the other calls
# C diff HTS = blocks growth of Clostridium difficile. Clostridium difficile clinical isolate growth, OD600, 24 h; active compounds read low. growth activity, negative = inhibition, % at 16 µg/mL (by protocol). actives 0.25% (n = 86,000);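 active = mean growth activity at or below -80% and every replicate also at or below -80%; inconclusive = mean at or below -80% but some replicate above -80%; inactive = mean growth activity above -80%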;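 also: 0% = DMSO wells and -100% = levofloxacin 16 µg/mL wells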
# Tcruzi prolif = blocks T. cruzi growth in NIH3T3 culture; inhibition, % at 8.34 µM; actives 5.9% (n = 77,000); AID 624255; T. cruzi beta-gal in NIH3T3, GalScreen luminescence, 90 h;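 active = mean inhibition above about 93%, with at least 55% of replicates each passing it, limit read from the data, passing the limit was not always enough; inconclusive = only one of those two conditions holds; inactive = neither condition holds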
# GASC1 inh = KDM4C (human) demethylase inhibition; Q9H3R0; GST-KDM4C 2-372, H3K9me3 peptide, LANCE TR-FRET; inhibition, % at 12.5 µM; actives 0.15% (n = 96,000); AID 720574;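 active = mean replicate inhibition above about 25%, with at least 55% of replicates also reaching it, limit read from the data, passing the limit was not always enough; inconclusive = only one of those two conditions met; inactive = neither condition met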
# Target sequence (Q9H3R0 2-372 limits assumed): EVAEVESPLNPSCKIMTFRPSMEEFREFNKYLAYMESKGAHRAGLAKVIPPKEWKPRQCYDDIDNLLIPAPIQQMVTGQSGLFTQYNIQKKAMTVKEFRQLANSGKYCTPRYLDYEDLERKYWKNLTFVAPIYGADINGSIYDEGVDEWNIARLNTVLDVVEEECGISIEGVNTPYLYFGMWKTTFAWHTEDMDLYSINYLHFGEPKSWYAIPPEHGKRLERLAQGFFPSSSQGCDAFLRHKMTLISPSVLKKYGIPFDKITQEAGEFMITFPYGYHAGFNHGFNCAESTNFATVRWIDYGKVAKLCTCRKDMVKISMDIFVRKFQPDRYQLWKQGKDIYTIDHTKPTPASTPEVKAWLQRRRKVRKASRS
#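 Material: GST-tagged GASC-1 (JMJD2C) catalytic fragment, aa 2-372. Input: enzyme final amount 10 nM. Medium: HEPES buffer, pH 7.5, plus ascorbate. Reagent: H3K9me3 peptide substrate, Fe(II), 2-oxoglutarate. Doses: single dose. Times: reaction 30 min RT, detection step 1 h RT. Measured by: LANCE TR-FRET. Evaluation: Fall in 671/618 emission ratio as inhibition.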
# Starred values were filed as active, the others as inactive; ? = inconclusive; . = not tested or not shown; & = joins results of further samples.
Molecule	Pf Dd2 inh	C diff HTS	Tcruzi prolif	GASC1 inh
Cc1ccc(-c2ccc(C3[C@H]4CNC[C@@H]3N4Cc3ccccc3F)cc2)cc1 (stereo partly drawn)	17	17	.	-0.4
O=C(C[C@H]1CC[C@H]2[C@@H](COC[C@@H](O)CN2S(=O)(=O)c2ccc(Cl)cc2)O1)N[C@@H]1CCN(Cc2ccccc2)C1	-29	.	96*	-0.9
C[C@H]1CN([C@@H](C)CO)C(=O)c2cc(C#Cc3ccccn3)cnc2O[C@@H]1CN(C)Cc1cncnc1	22	0	111*	1.5
CO[C@H]1CN(C)C(=O)c2ccc(NC(=O)c3ccc(F)cc3)cc2OC[C@@H](C)N(C(C)=O)C[C@@H]1C	-13	.	-33	3.3
CO[C@H]1CN(C)C(=O)c2ccc(NC(=O)NC(C)C)cc2OC[C@@H](C)N(C)C[C@H]1C	32	.	24	1.9
CN1c2ccc(-c3ccc(F)cc3)cc2[C@H]2[C@H](CCN2S(=O)(=O)c2ccc(F)cc2)[C@H]1CO	26	28	73	0.9
C[C@@H]1CN([C@@H](C)CO)C(=O)c2cc(NS(=O)(=O)c3cn(C)cn3)ccc2O[C@@H]1CN(C)C	6	0	24	0.6
COc1cccc(C(=O)N2C[C@@H]3[C@H](c4ccccc42)[C@@H](CO)N3C(=O)c2ccccc2)c1	-5	-7	21	-0.2
COc1ccc(S(=O)(=O)N(C)C[C@@H]2Oc3ncc(-c4ccncc4)cc3C(=O)N([C@@H](C)CO)C[C@@H]2C)cc1	-14	3	49	-2.9
COCC#Cc1cnc2c(c1)C(=O)N([C@@H](C)CO)C[C@@H](C)[C@H](CN(C)C(=O)Nc1ccc(OC)cc1)O2	-3	1	63	-1.3
O=C(C[C@H]1CC[C@H]2[C@@H](COC[C@H](O)CN2C(=O)c2ccncc2)O1)NC1Cc2ccccc2C1	-6	2	-4	2.2
Cc1noc(C)c1NC(=O)Nc1ccc2c(c1)C(=O)N([C@@H](C)CO)C[C@@H](C)[C@H](CN(C)C)O2	31	-2	.	0.8
O=C(C[C@@H]1CC[C@@H](NC(=O)Nc2ccc3c(c2)OCO3)[C@H](CO)O1)NCc1ccc(F)cc1	2	3	37	0.2
Cc1ccc(S(=O)(=O)Nc2ccc3c(c2)CC(=O)N([C@H](C)CO)C[C@@H](C)[C@@H](CN(C)C(=O)Nc2c(C)noc2C)O3)cc1	9	-9	-4	0.1
C[C@@H]1CCCCO[C@H](CN(C)S(=O)(=O)c2cccs2)[C@@H](C)CN([C@@H](C)CO)C(=O)c2cc(NC(=O)Nc3ccccc3)ccc2O1	.	-6	?	-0.2
CN(C)C(=O)C[C@@H]1C[C@@H]2c3cc(NS(=O)(=O)c4ccc(F)cc4)ccc3O[C@@H]2[C@@H](CO)O1	5	-2	17	-4.4
N#C[C@@H]1[C@H](c2ccccc2-c2cccc(F)c2)[C@@H](CO)N1C(=O)c1cccnc1	-11	-3	.	0.9
COc1ccc(NC(=O)Nc2ccc3c(c2)CC(=O)N([C@@H](C)CO)C[C@H](C)[C@@H](CN(C)S(=O)(=O)c2ccccc2)O3)cc1	7	3	0	-2.7
O=C(C[C@H]1C=C[C@H](NC(=O)NC2CCCCC2)[C@@H](CO)O1)NCc1ccc(Cl)cc1	-9	-20	-43	-1.1
COCCNC(=O)C[C@@H]1CC[C@H]2[C@H](COc3ccc(NC(=O)Nc4ccccc4)cc3C(=O)N2C)O1	-6	-13	7	0.1
O=C(Nc1cc(F)ccc1F)N[C@@H]1CC[C@H](CCNC(=O)c2cnccn2)O[C@@H]1CO	-4	.	-32	0.7
C[C@H]1CN([C@@H](C)CO)C(=O)c2cccc(NC(=O)c3ccc(-c4nccs4)cc3)c2O[C@H]1CN(C)S(=O)(=O)c1ccc(F)cc1	3	-1	-177	0.0
C[C@H]1CN([C@@H](C)CO)C(=O)c2cc(C#CC3CC3)cnc2O[C@@H]1CN(C)S(=O)(=O)c1cccc(F)c1	-44	.	-44	-0.3
C[C@@H]1CCCCO[C@@H](CN(C)C(=O)C2CCCCC2)[C@@H](C)CN([C@@H](C)CO)C(=O)c2cc(NS(=O)(=O)c3cn(C)cn3)ccc2O1	3	7	-12	2.4
COc1ccc2c3c(n(C)c2c1)[C@@H](CO)N(Cc1cccnc1)CC31CN(C(=O)c2cccnc2)C1	-11	15	.	0.0

# (continued)
Molecule	Pf Dd2 inh	C diff HTS	Tcruzi prolif	GASC1 inh
C[C@@H]1CN([C@@H](C)CO)C(=O)c2cc(NS(C)(=O)=O)ccc2O[C@H]1CN(C)C(=O)Nc1ccc(F)cc1	17	0	10	-0.2
C[C@@H]1CN([C@@H](C)CO)C(=O)Cc2cc(NC(=O)NC3CCCCC3)ccc2O[C@@H]1CN(C)C(=O)Nc1ccc2c(c1)OCO2	-1	-2	10	0.6
CN1C(=O)c2cc(NC(=O)C3CCCCC3)ccc2OC[C@H]2O[C@@H](CC(=O)NC3CCCC3)CC[C@H]21	0	-4	-4	4.0
CO[C@@H]1CN(C)C(=O)c2ccc(NS(=O)(=O)c3ccccc3)cc2OC[C@H](C)N(Cc2nccs2)C[C@@H]1C	-20	-3	10	-0.3
COc1cccc(C(=O)Nc2ccc3c(c2)C(=O)N(C)C[C@@H](OC)[C@@H](C)CN[C@@H](C)CO3)c1	17	.	10	0.3
CCCNC(=O)C[C@@H]1CC[C@H]2[C@H](COc3ccc(NC(=O)c4cccc(Cl)c4)cc3C(=O)N2C)O1	-15	-8	11	-1.6
O=C(NCC[C@@H]1CC[C@@H](NS(=O)(=O)c2ccccc2)[C@@H](CO)O1)c1ccc2c(c1)OCO2	-17	-2	-92	0.1
COc1ccc(NC(=O)Nc2ccc3c(c2)CC(=O)N([C@H](C)CO)C[C@@H](C)[C@@H](CN(C)S(=O)(=O)c2ccc(F)cc2)O3)cc1	7	8	47	11
CN(C)C(=O)C[C@@H]1C=C[C@H](NC(=O)NC2CCCCC2)[C@H](CO)O1	-7	-1	.	-0.8
COCC(=O)N[C@H]1C=C[C@@H](CC(=O)NCc2ccc(Cl)cc2)O[C@@H]1CO	19	.	-30	-1.2
CC(C)[C@@H]1COCc2cn(nn2)CC[C@H](C)C(=O)N1	.	9	.	1.8
C[C@@H]1CCCCO[C@H](CN(C)C(=O)C2CCCCC2)[C@H](C)CN([C@H](C)CO)C(=O)c2cc(NC(=O)c3ccncc3)ccc2O1	.	0	0	-0.3
CN1CCN(C(=O)C[C@H]2CC[C@H]3[C@@H](COC[C@H](O)CN3C(=O)c3ccc(F)cc3)O2)CC1	11	-1	-7	2.3
O=C(C[C@@H]1C[C@@H]2c3cc(NC(=O)c4ccc5c(c4)OCO5)ccc3O[C@@H]2[C@H](CO)O1)NCc1ccccn1	22	5	6	0.6
COCC#Cc1cnc2c(c1)C(=O)N([C@H](C)CO)C[C@@H](C)[C@H](CN(C)C(=O)Cc1ccncc1)O2	13	-3	-19	2.7
O=C(c1cccc(F)c1)N1CC(=O)N2[C@H](C1)[C@H](c1ccc(C#Cc3ccc(F)cc3)cc1)[C@@H]2CO	19	47	.	1.6
CC(C)CC#Cc1cnc2c(c1)C(=O)N([C@H](C)CO)C[C@@H](C)[C@@H](CN(C)C(=O)Cc1ccccc1)O2	-21	4	18	-0.3
CN1c2ccc(Br)cc2[C@@H]2[C@@H](CCN2C(=O)Nc2cccc(F)c2)[C@@H]1CO	-59	5	73	0.6
C[C@H]1CN([C@@H](C)CO)C(=O)c2cc(-c3cccnc3)cnc2O[C@@H]1CN(C)C(=O)NC1CCCC1	20	5	86	0.0
COc1cccc(NC(=O)N2CC3(C2)[C@H](c2ccccc2)[C@H](CO)N3C(=O)C2CCCC2)c1	14	9	.	-0.2
Cc1ccc(S(=O)(=O)Nc2ccc3c(c2)C(=O)N([C@H](C)CO)C[C@H](C)[C@@H](CN(C)S(=O)(=O)c2ccccc2)OCCCC[C@@H](C)O3)cc1	-47	-7	51	2.7
CCNC(=O)[C@H]1[C@H](CO)[C@H]2Cn3c(ccc(-c4ccccc4)c3=O)[C@H]2N1CC	.	6	65	5.7
C[C@@H]1CN([C@H](C)CO)C(=O)c2cc(-c3ccccc3F)cnc2O[C@@H]1CN(C)C(=O)NC1CCCCC1	18	-2	66	-0.5
Cc1ccc(S(=O)(=O)Nc2ccc3c(c2)C(=O)N([C@@H](C)CO)C[C@@H](C)[C@H](CN(C)Cc2ccncc2)OCCCC[C@H](C)O3)cc1	-22	.	18	-1.0
CC(C)NC(=O)Nc1ccc2c(c1)C(=O)N([C@H](C)CO)C[C@H](C)[C@H](CN(C)C(=O)Nc1ccccc1)O2	23	10	-5	2.3

# Continuation.
smiles | Pf Dd2 inh | C diff HTS | Tcruzi prolif | GASC1 inh
O=C(N[C@@H]1CC[C@@H](CCn2cc(C3CCCC3)nn2)O[C@H]1CO)c1cccnc1 | -30 | -4 | . | 0.0
CO[C@H]1CN(C)C(=O)c2ccc(NC(=O)Nc3cc(Cl)cc(Cl)c3)cc2OC[C@H](C)NC[C@H]1C | -89* | -96* | -7 | .
C[C@@H]1CN([C@@H](C)CO)C(=O)Cc2cc(NC(=O)CCC(F)(F)F)ccc2O[C@H]1CN(C)S(=O)(=O)c1ccc(Cl)cc1 | -37 | -9 | 20 | 0.8
COc1ccc(S(=O)(=O)Nc2ccc3c(c2)CC(=O)N([C@@H](C)CO)C[C@H](C)[C@H](CN(C)S(=O)(=O)c2ccc(Cl)cc2)O3)cc1 | -33 | 10 | 21 | 5.3
COc1cccc(C#Cc2ccc([C@@H]3[C@@H](CO)N4C(=O)CN(C(=O)c5ccccc5)C[C@H]34)cc2)c1 | -45 | -3 | . | -3.3
CO[C@@H]1CN(C)C(=O)c2cc(NS(C)(=O)=O)ccc2OC[C@H](C)N(CC2CCCCC2)C[C@H]1C | -1 | . | -51 | -1.3
COc1ccc(S(=O)(=O)Nc2ccc3c(c2)C(=O)N([C@H](C)CO)C[C@H](C)[C@@H](CN(C)C(=O)CCC(F)(F)F)OCCCC[C@H](C)O3)cc1 | 17 | -1 | -41 | 0.1
C[C@H](O)C#Cc1ccc2c(c1)O[C@H](CN(C)C)[C@H](C)CN([C@@H](C)CO)S2(=O)=O | 42 | 2 | -11 | 0.6
O=C(Cc1ccccc1)N[C@@H]1C=C[C@@H](CC(=O)N2CCCCC2)O[C@H]1CO | -9 | 2 | -103 | 0.1
CO[C@H]1CN(C)C(=O)c2cc(NC(=O)Nc3ccc(Cl)cc3)ccc2OC[C@@H](C)N(C)C[C@@H]1C | -5 | 22 | -16 | 0.9

# (continued)
smiles | Pf Dd2 inh | C diff HTS | Tcruzi prolif | GASC1 inh
CN(C)C(=O)c1ccc(-c2ccc(C3[C@@H]4CN(C(=O)C5CCOCC5)C[C@H]3N4)cc2)cc1 (stereo partly drawn) | 15&1 | -6&-5 | . | -0.8&-0.2
Cc1ccc(S(=O)(=O)N(C)C[C@@H]2Oc3c(NS(=O)(=O)c4ccc(Cl)cc4)cccc3C(=O)N([C@H](C)CO)C[C@@H]2C)cc1 | -7 | -14 | 56 | -0.6
C[C@@H]1CCCCO[C@H](CN(C)C(=O)NC2CCCCC2)[C@@H](C)CN([C@@H](C)CO)C(=O)c2cc(NC(=O)C3CCCCC3)ccc2O1 | -78 | 3 | 85 | 0.5
Cc1ccccc1S(=O)(=O)NCC[C@H]1CC[C@@H](NC(=O)C2CCCCC2)[C@@H](CO)O1 | 25 | 0 | -64 | -2.4
CCCNC(=O)[C@@H]1[C@@H](CO)[C@@H]2Cn3c(ccc(-c4ccccc4)c3=O)[C@H]1N2C(=O)Nc1ccccc1 | -12 | -8 | -4 | -0.5
N#C[C@@H]1[C@@H](c2ccc(/C=C/c3ccccc3)cc2)[C@@H](CO)N1C(=O)C1CCCCC1 | -24 | 10 | 102* | 0.1
O=C(C1CC1)N1CC[C@H]2[C@H](CO)Nc3ccc(Br)cc3[C@H]21 | 48 | -5 | 84 | 0.5
C[C@@H]1CN([C@H](C)CO)C(=O)c2cccc(NC(=O)Nc3ccccc3)c2O[C@H]1CN(C)C(=O)Nc1ccccc1 | 4 | -4 | -3 | -1.8

# 5 compounds picked at random from those above:
smiles | Pf Dd2 inh | C diff HTS | Tcruzi prolif | GASC1 inh
Cc1ccc(S(=O)(=O)N(C)C[C@@H]2Oc3c(NS(=O)(=O)c4ccc(Cl)cc4)cccc3C(=O)N([C@H](C)CO)C[C@@H]2C)cc1 | -7 | -14 | 56 | -0.6
CN(C)C(=O)c1ccc(-c2ccc(C3[C@@H]4CN(C(=O)C5CCOCC5)C[C@H]3N4)cc2)cc1 (stereo partly drawn) | 15&1 | -6&-5 | . | -0.8&-0.2
O=C(C1CC1)N1CC[C@H]2[C@H](CO)Nc3ccc(Br)cc3[C@H]21 | 48 | -5 | 84 | 0.5
CCCNC(=O)[C@@H]1[C@@H](CO)[C@@H]2Cn3c(ccc(-c4ccccc4)c3=O)[C@H]1N2C(=O)Nc1ccccc1 | -12 | -8 | -4 | -0.5
C[C@@H]1CCCCO[C@H](CN(C)C(=O)NC2CCCCC2)[C@@H](C)CN([C@@H](C)CO)C(=O)c2cc(NC(=O)C3CCCCC3)ccc2O1 | -78 | 3 | 85 | 0.5
